# All columns: NCI-60 one-dose screen, growth in % after 48 h at 10 µM unless noted; 100 = growth as untreated, 0 = no growth, -100 = all killed.
# ACHN – ACHN renal cancer | actives 4.9% (n = 81,000)
# 786-0 – 786-0 renal cancer cells; actives 5.1% (n = 81,000); AID 1794775
# NCI-H322M – NCI-H322M lung cancer; actives 2.7% (n = 80,000)
# RXF 393 – RXF 393 renal cancer cells | AID 1794773 | actives 6.9% (n = 77,000)
# UO-31 – UO-31 renal cancer | AID 1794768 | actives 5.2% (n = 81,000)
# NCI-H522 – NCI-H522 lung cancer; actives 8% (n = 78,000); AID 1794739
# NCI-H460 – NCI-H460 lung cancer; actives 6.8% (n = 82,000)
# CAKI-1 – CAKI-1 renal cancer; actives 4.7% (n = 75,000); AID 1794772
# TK-10 – TK-10 renal cancer cells. actives 3.9% (n = 81,000)
# Starred values were filed as active, the others as inactive; · = no result given; & = joins results of further samples; [ ] = dose if it differs, or a comment. The calls were made as follows: active = growth percent below 10; inactive = the rest.
SMILES,ACHN,786-0,NCI-H322M,RXF 393,UO-31,NCI-H522,NCI-H460,CAKI-1,TK-10
Cc1cc(C)c(S(=O)(=O)Oc2ccccc2[N+](=O)[O-])c(C)c1,37,33,53,4.4*,23,-12*,8.6*,24,34
CCN1C(=O)N(CC)C2Nn3c(s/c(=C\c4ccco4)c3=O)=NC21 (stereo not drawn),105,97,107,117,83,91,112,77,104
C=C(C)[C@@H]1CC=C2c3sc(-c4ccc(F)c(F)c4)nc3C[C@@H](C)[C@]2(C)C1,107,109,100,122,87,95,107,101,144
c1ccc2c(c1)-c1cccc3cncc-2c13,102,92,113,113,94,100,100,98,90
Cc1cc[n+](CC(=O)c2cccc3ccccc23)cc1,105,101,93,98,90,111,110,98,·
CCOC(=O)c1csc(NC(=O)c2ccc(Nc3ccccc3)c([N+](=O)[O-])c2)n1,106,107,96,86,84,92,101,98,116
CCc1ccc(-c2ccc(COc3ccc(CC4SC(=O)NC4=O)cc3)cc2)cc1 (stereo not drawn),69,78,90,102,61,45,79,51,93
CSc1nc2nc(-c3cc4ccccc4oc3=O)ccc2c(=O)n1C,95,98,107,86,87,89,101,90,121
CN1CCN(CC(=O)NNc2ncnc3ccccc23)CC1,106,97,112,123,97,96,108,97,·
COc1cc(/C=C2\C(=O)Nc3ccccc32)ccc1OCc1ccc(Cl)cc1,93,106,100,·,81,96,41,·,136
C1CCC2(CC1)CCCN2,105,87,88,110,94,89,108,97,·
CC(C)OC(=O)NCc1ccccc1,104,103,93,·,104,117,116,97,108
O=c1c2cc3c(=O)n(-c4cccc(Cl)c4)c(=O)c3cc2c(=O)n1-c1cccc(Cl)c1,101,86,103,129,80,97,119,·,111
O=C1c2cccc3cccc(c23)C(=O)N1Nc1nc(Nc2cnccn2)nc(N2CCOCC2)n1,104,113,102,122,78,94,101,94,166
CC(=O)c1cc2c(o1)C(=O)c1ccccc1C2=O,-98*,-93*,-93*,-94*,-98*,-57*,-72*,-98*,-96*
COc1cc(-c2nnc(COc3ccc(Cl)cc3Cl)o2)ccc1O,104,102,91,102,75,59,100,100,98
O=[N+]([O-])c1ccc(Cl)cc1P(=O)(O)c1cc(Cl)ccc1[N+](=O)[O-],100,101,·,103,81,97,111,97,102
Nc1nonc1-n1nncc1-c1cccs1,102,99,101,104,90,98,106,104,98
Nc1cccc(-c2nc3sccn3c2-c2ccnc(NCCCNS(=O)(=O)c3cccc4ccccc34)n2)c1,32,54,64,57,21,35,36,35,77
CC(=O)[C@@]1(O)CC[C@H]2[C@@H]3CC[C@H]4C[C@@H](O)CC[C@]4(C)[C@H]3C(=O)C[C@@]21C,103,95,88,104,85,89,105,94,92
Cc1cc(=O)oc2cc(Oc3ccc(C(=N)N)cc3)ccc12,94,88,105,117,88,91,103,94,94
CC(=O)c1sc(Nc2nc(O)c(C3=c4cc(Cl)ccc4=NC3=O)s2)nc1C,101,112,96,112,80,95,103,·,115
O=C(O)CCCCCCCCCCC1CCC(O)C1O (stereo not drawn),102,102,100,113,87,86,110,106,91
Cc1c(Cl)cccc1NC=O,113,100,108,102,91,108,119,96,122
CCOC(=O)CCC1=C(CCC(=O)OC)C(C)=N/C1=C\c1[nH]c(-c2ccc[nH]2)cc1OC,83,94,98,41,83,57,92,81,91
C=CCOC(=O)C1=C(C)NC2=C(C(=O)CC(C)(C)C2)C1c1ccc(OCc2ccccc2)c(OC)c1 (stereo not drawn),93,68,85,83,59,74,101,75,96
CCCCc1nc2c(N)nc3ccccc3c2n1CC(C)(C)O,96,106,96,111,84,93,109,90,99
NC(N)=NCc1ccccc1,110,104,111,97,82,101,103,106,102
O=C(/C=C/c1ccccc1)c1ccc2ccccc2c1,16,91,100,96,74,-3.9*,110,84,44
CC1(C)[C@@H](O)CC[C@]2(C)[C@H]3CC[C@@H]4[C@H]5[C@H](c6cn(-c7ccccc7)nn6)CC[C@]5(CO)CC[C@@]4(C)[C@]3(C)CC[C@@H]12,84,92,80,65,80,69,78,·,98
CN(C)Cc1cc(Cl)cc(Cc2cc(Cl)cc(CN(C)C)c2O)c1O,69,70,·,52,57,90,100,·,74
CCCOC(c1ccc2c(c1)OCO2)C(C)Br (stereo not drawn),96,99,93,107,91,·,108,111,95
COc1ccc(C(=O)CSc2nc(-c3ccc(Cl)cc3)c(C#N)c(=O)[nH]2)cc1,98,104,97,109,76,85,105,86,111
N#CSCc1cc(=O)c(O)co1,110,97,107,106,91,44,108,101,82
O=C1C(Cl)C(c2ccccc2[N+](=O)[O-])N1n1cnnc1 (stereo not drawn),99,99,93,100,83,92,103,84,107
N#Cc1nc(-c2ccccc2)oc1N1CCN(CCc2ccncc2)CC1,91,99,89,75,73,86,97,·,96
CC(=O)c1cc(C(=O)c2ccc(Br)cc2)n2cc(C)cc(C)c12,99,89,100,·,85,85,89,·,103
c1ccc2c3c([nH]c2c1)C1CC2CCCCC2CN1CC3 (stereo not drawn),98,96,95,107,70,·,107,·,119
CCCCCCCCCCCCCCCC(=O)Nc1cccc2ccccc12,104,103,101,105,75,93,105,85,115
COC(=O)C1(C)Cc2cc(OC(C)=O)c(OC(C)=O)cc2N1 (stereo not drawn),27,103,116,62,32,-56*,107,·,88

# Among those listed so far, these have an NH in an aromatic ring.
SMILES,ACHN,786-0,NCI-H322M,RXF 393,UO-31,NCI-H522,NCI-H460,CAKI-1,TK-10
CCOC(=O)CCC1=C(CCC(=O)OC)C(C)=N/C1=C\c1[nH]c(-c2ccc[nH]2)cc1OC,83,94,98,41,83,57,92,81,91
COc1ccc(C(=O)CSc2nc(-c3ccc(Cl)cc3)c(C#N)c(=O)[nH]2)cc1,98,104,97,109,76,85,105,86,111
c1ccc2c3c([nH]c2c1)C1CC2CCCCC2CN1CC3 (stereo not drawn),98,96,95,107,70,·,107,·,119

# Two records drawn at random from those above:
SMILES,ACHN,786-0,NCI-H322M,RXF 393,UO-31,NCI-H522,NCI-H460,CAKI-1,TK-10
CCOC(=O)CCC1=C(CCC(=O)OC)C(C)=N/C1=C\c1[nH]c(-c2ccc[nH]2)cc1OC,83,94,98,41,83,57,92,81,91
O=C(O)CCCCCCCCCCC1CCC(O)C1O (stereo not drawn),102,102,100,113,87,86,110,106,91

# Other structures follow:
SMILES,ACHN,786-0,NCI-H322M,RXF 393,UO-31,NCI-H522,NCI-H460,CAKI-1,TK-10
COc1ccc(-c2nc(SCC(C)C)nc(Nc3ccc(C(=O)O)cc3)c2C#N)cc1,89,106,97,83,93,85,·,·,88
O=C(COc1ncnc2sc3c(c12)CCCC3)N/N=C/c1ccc(Cl)cc1,103,98,100,96,77,107,107,95,120
O=C(/C=C(O)/C=C/c1coc2ccccc12)/C=C/c1coc2ccccc12,102,102,96,104,95,88,103,102,100
CC(C)(CCOC(=O)Nc1cccc2ccccc12)c1ccccc1,108,98,107,90,89,88,98,89,102
Cc1cc(O)c(C(C)C)cc1N=Cc1ccc(C(C)C)cc1,105,112,115,123,97,97,101,112,115
CCC(C)C(C)(O)CC (stereo not drawn),106,100,90,116,83,92,108,100,94
CCOC(=O)c1ccc2c(c1)nc(C)n2-c1cc(C(C)(C)C)[nH]n1,92,99,104,99,86,89,102,90,104
N=C1S/C(=C/c2ccc(-c3ccc4c(c3)C(=O)NC4=O)o2)C(=O)N1c1ccc(Br)cc1,52,46,43,-28*,-13*,36,35,34,43
CN(C)C(=S)SCN1C(=O)c2ccc([N+](=O)[O-])cc2S1(=O)=O,·,103,99,113,83,103,103,96,108
COc1ccc(C(O)c2cc3c(N)c(C(=O)Nc4ccc(Cl)cc4)sc3nc2C)cc1 (stereo not drawn),36,55,45,·,37,7.8*,5.4*,25,42
O=C(O)CN1C(=O)/C(=C/c2cc3cc4c(cc3nc2Cl)OCCO4)SC1=S,96,110,100,109,66,98,107,95,144
CCOC(=O)C(Cc1ccc(O)cc1)Nc1nc2ccccc2o1 (stereo not drawn),97,99,103,102,83,81,109,79,111
C=C(C)[C@@H]1CC[C@]2(C(=O)NCc3ccc(OCc4cn(-c5ccc([N+](=O)[O-])cc5)nn4)c(CC)c3)CC[C@]3(C)C(CCC4[C@@]5(C)CCC(OC(C)=O)C(C)(C)C5CC[C@]43C)C12 (stereo partly drawn),94,103,93,105,77,88,106,73,120
CC(C)(C)C1CCCC(=O)C1 (stereo not drawn),106,98,91,104,86,93,113,93,97
O=C1NC(=S)N/C1=C\c1ccccc1O,100,100,108,112,109,97,105,94,99
O=C1/C(=C/c2cccc3ccccc23)Oc2cc(O)ccc21,102,106,98,113,82,94,102,102,100
O=C1OC(=O)C2C1C(c1ccccc1)N1C3C(=O)OC(=O)C3C(c3ccccc3)N21 (stereo not drawn),99,107,108,97,80,97,101,105,105
CCOC(=O)C(Cc1ccccc1)C(=O)OCC,107,106,115,97,101,111,102,98,108
O=C1CCC(Nc2ccc([N+](=O)[O-])cc2)N1 (stereo not drawn),67,93,91,115,81,91,100,65,93
COc1ccc(/C=C2\SC(=O)N(CCN(C(C)C)C(C)C)C2=O)cc1,106,113,105,·,83,100,107,92,118
Fc1ccc(Nc2nc(Nc3ccc(-c4nc5ccccc5[nH]4)cc3)c3cn[nH]c3n2)cc1,79,·,85,76,80,66,47,90,99
COc1ccc(-c2nc3sc(-c4cc(OC)c(OC)c(OC)c4)nn3c2/C=C2/C(=O)Nc3ccc(F)cc32)cc1,-16*,-50*,-59*,-32*,-33*,8.6*,-27*,4.5*,-52*
N/N=C1\c2ccccc2C(=O)C1C(=O)C(c1ccccc1)c1ccccc1 (stereo not drawn),102,110,113,131,74,·,110,97,129
CC(=O)Oc1ccc(N2C(=O)C=CC2=O)cc1,100&90,97&103,99&104,101&112,98&92,81&87,104&114,101&94,104&99
Clc1ccc(C(c2c[nH]c3ccc(Br)cc23)N2CCCC2)cc1 (stereo not drawn),91,89,80,62,47,74,99,76,80
O=C(NNCCO)c1ccncc1,98,101,95,100,88,85,109,100,95
COc1cc(NS(=O)(=O)c2ccc(N)cc2)ncn1,·,99,104,112,86,114,110,95,130
N=C(N)N=Nc1c(O)[nH]c2ccccc12,103&112,97&99,107&124,126&97,85&98,112&104,108&130,·,111&146
COC(=O)C1(C)CCC[C@]2(C)[C@H]3C[C@H]4C(C(C)C)=C[C@]3(CC[C@@H]12)[C@H]1[C@@H]4[C@@H](OCc2cn(Cc3ccccc3)nn2)CC[C@@H]1OCc1cn(Cc2ccccc2)nn1 (stereo partly drawn),72,74,94,67,41,76,67,67,78
COc1ccc(NCc2cccn2Cc2ccc(F)cc2)cc1,86,84,99,·,84,91,106,81,105
COc1ccc(C(C)c2cc3c(cc2OCC(=O)O)OCO3)cc1 (stereo not drawn),103,100,102,111,92,·,108,92,100
O/N=C(/CSc1nnc(-c2cc(-c3ccc(Cl)cc3)nc3ccccc23)o1)c1ccccc1,91,77,99,53,75,68,91,·,88
O=C1NN(C(=O)c2ccccc2)C(c2ccc(Cl)c(Cl)c2)=C/C1=C\c1ccccc1,94[7.5 µM],92[7.5 µM],86[7.5 µM],105[7.5 µM],73[7.5 µM],78[7.5 µM],92[7.5 µM],95[7.5 µM],107[7.5 µM]
C=CCOC(=O)C1=C(C)NC2=C(C(=O)CC(C)(C)C2)C1c1ccc(O)c(OC)c1 (stereo not drawn),95,100,104,114,88,85,104,94,111
O=C(NNC(=O)c1ccc2ccccc2c1)c1cccc(Br)c1,104,94,124,117,110,·,106,113,98
COc1cc(OC)c([N+](=O)[O-])cc1C=O,99,101,101,115,81,95,108,98,89
COc1cc(Cc2n[nH]c(=S)n2-c2ccccc2)c(S(=O)(=O)N2CCOCC2)cc1OC,97,102,99,108,95,80,113,97,104
Brc1ccc(-c2[nH]ncc2-c2c[nH]c3ccccc23)cc1,96,102,100,103,57,107,98,87,129
CCCOC(=O)c1ccc([N+](=O)[O-])o1,105,108,108,109,96,85,91,·,104
O=C(COc1ccc(/C=C2\Cc3ccc(Cl)cc3C2=O)cc1)Nc1nc2ccccc2s1,94,103,134,88,69,97,103,92,151

# Compound profiles (already shown). Values in the order: ACHN, 786-0, NCI-H322M, RXF 393, UO-31, NCI-H522, NCI-H460, CAKI-1, TK-10
# O=C(NNCCO)c1ccncc1 reads 98, 101, 95, 100, 88, 85, 109, 100, 95
# Clc1ccc(C(c2c[nH]c3ccc(Br)cc23)N2CCCC2)cc1 (stereo not drawn) reads 91, 89, 80, 62, 47, 74, 99, 76, 80
# COc1ccc(-c2nc3sc(-c4cc(OC)c(OC)c(OC)c4)nn3c2/C=C2/C(=O)Nc3ccc(F)cc32)cc1 reads -16*, -50*, -59*, -32*, -33*, 8.6*, -27*, 4.5*, -52*
# COc1cc(OC)c([N+](=O)[O-])cc1C=O reads 99, 101, 101, 115, 81, 95, 108, 98, 89
# COc1cc(Cc2n[nH]c(=S)n2-c2ccccc2)c(S(=O)(=O)N2CCOCC2)cc1OC reads 97, 102, 99, 108, 95, 80, 113, 97, 104

# The list continues:
SMILES,ACHN,786-0,NCI-H322M,RXF 393,UO-31,NCI-H522,NCI-H460,CAKI-1,TK-10
CC(=O)OC(C)CC(OC(C)=O)C(C)C (stereo not drawn),100,93,107,132,93,93,108,95,94
COc1ccc(Cc2nc3ccccc3s2)cc1OC,96,120,91,114,64,65,97,101,149
COc1ccc(N2CCN(C(=O)Cc3ccc(NS(=O)(=O)c4ccccc4)cc3)CC2)cc1,99,99,93,89,82,89,101,78,102
Cc1cc(C)n(-c2nc(-c3cccs3)c(C#N)c(=O)[nH]2)n1,108,93,92,115,89,84,97,·,103
CCCCCCCCCCCCCC[n+]1ccccc1,4.3*,-53*,17,-70*,5.6*,-67*,-45*,-44*,-70*

# Assay outcomes (PubChem BioAssay)
